High-throughput results as filed in PubChem BioAssay.
STAT1 activator = STAT1 signaling activators, primary screen, cell-based, HTS, luciferase reporter; NIH 3T3 STAT1-luciferase reporter, IFN-gamma, luminescence; 100% = IFN-gamma alone, no compound; activation (% of control), % at 5.5 µM; 2.6% of 200,000 active;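 active means activation above the screen-wide mean activation plus 3 SD, cut at about 130% in these data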;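 further: raw ratio to IFN-gamma control signal so 100% means no change and 0% no light; values of inactives mirror those of a sister screen read the other way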
FLuc stim CS = FLuc activators, initial screening, artefact control for FLuc-dependent activation tests, biochemical, ATPlite luminescence; Luciferin 4-monooxygenase (Photinus pyralis), P08659; ATPlite luciferase biochemical, 10 min; 0 = ATP-free wells, 1 = DMSO control; activation factor at 10 µM; 200,000 tested, under 10 active;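 active means luciferase activation factor, scaled between plate controls, of at least 2 with compound at 10 µM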
Target sequence (P08659 whole entry, looked up): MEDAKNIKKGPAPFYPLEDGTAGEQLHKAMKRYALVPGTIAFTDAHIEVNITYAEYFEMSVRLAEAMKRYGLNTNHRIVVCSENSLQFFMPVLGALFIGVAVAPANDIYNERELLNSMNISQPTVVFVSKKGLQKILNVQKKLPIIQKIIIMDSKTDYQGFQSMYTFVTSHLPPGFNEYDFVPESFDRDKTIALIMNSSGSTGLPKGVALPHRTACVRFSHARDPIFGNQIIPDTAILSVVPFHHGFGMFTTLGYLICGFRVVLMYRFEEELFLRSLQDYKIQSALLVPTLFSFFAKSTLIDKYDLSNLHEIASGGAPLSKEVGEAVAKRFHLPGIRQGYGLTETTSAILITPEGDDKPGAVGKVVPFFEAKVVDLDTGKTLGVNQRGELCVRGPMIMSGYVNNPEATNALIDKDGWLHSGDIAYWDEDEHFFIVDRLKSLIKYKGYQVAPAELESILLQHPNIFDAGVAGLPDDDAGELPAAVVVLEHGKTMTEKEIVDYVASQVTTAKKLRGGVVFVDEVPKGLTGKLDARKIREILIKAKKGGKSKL
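Assay system: Luciferase/luciferin detection reagent, cell-free biochemical luciferase assay / Also added: ATP substrate / Schedule: 10 min at ambient temperature / Measured by: luminescence measurement of luciferase light output / Benchmarks: low control with PBS replacing ATP, high control enzyme plus ATP without compound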
NF-kB expr up = activators of NF-kB expression in neurons, primary screen, cell-based, HTS. human neuronal cells, NF-kB reporter expression; hits give high values. fold change at 12.5 µM. 1.6% of 190,000 active. AID 1239, 2008; in the data active means fold change above about 3.3
APP transl inh = inhibitors of APP translation via 5'UTR reporter, primary screen, APP 5'UTR luciferase, SH-SY5Y cells; SH-SY5Y APP 5'UTR-luciferase reporter, luminescence; inhibition, % at 2 µM; 0.82% of 190,000 active;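 active means inhibition above a set limit, derived from the sample mean plus 3 SD, cut at about 45% in these data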; further: values of inactives mirror those of a sister screen read the other way
STAT1 inh = STAT1 signaling inhibitors, primary screen, cell-based, HTS, luciferase reporter; NIH 3T3 STAT1-luciferase reporter, IFN-gamma, luminescence; inhibition, % at 5.5 µM; 0.35% of 200,000 active;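 active means inhibition above a set limit, the mean inhibition across all tested compounds plus 3 SD, cut at about 34% in these data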;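 further: 0% = IFN-gamma with DMSO and 100% = IFN-gamma with 300 µM nifuroxazide; values of inactives mirror those of a sister screen read the other way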
STAT3 act = IL-6 driven STAT3 reporter potentiators, primary screen, U3A cells, luciferase, luminescence, MLSCN library | IL-6 STAT3-luciferase reporter; 100% = signal with IL-6 EC80 alone | activation (% of control), % at 5.6 µM | 0.91% of 190,000 active | AID 871, 2007;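 active means activation above the screen-wide mean of compound activation plus 3 SD, cut at about 130% in these data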;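 further: 0% = background luminescence of wells with medium and substrate only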
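Material: human STAT1-deficient U3A cells with stable STAT3-luciferase reporter / Probe or stimulus: IL-6 stimulus at 33 ng/mL final / Schedule: 1 h compound pre-exposure, 6 h IL-6 stimulation, 37 °C / Technique: luminescence / Read-out basis: percent of IL-6-only median luminescence / Control set: IL-6-only high control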
ROMK mod = ROMK potassium channel modulators, primary screen, cell-based, thallium flux, MLSMR library; ATP-sensitive inward rectifier potassium channel 1 (Homo sapiens), P48048; B-score at 10 µM; Tet-inducible ROMK, thallium flux fluorescence; actives lie on both sides; 2% of 130,000 active;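 active means signal ratio slope over the read window, or its plate-corrected B-score, at least 3 SD from the plate mean, either direction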;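 further: B-score of the F/F0 ratio slope over 7 to 12 s after thallium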
Target sequence (P48048 whole entry, looked up): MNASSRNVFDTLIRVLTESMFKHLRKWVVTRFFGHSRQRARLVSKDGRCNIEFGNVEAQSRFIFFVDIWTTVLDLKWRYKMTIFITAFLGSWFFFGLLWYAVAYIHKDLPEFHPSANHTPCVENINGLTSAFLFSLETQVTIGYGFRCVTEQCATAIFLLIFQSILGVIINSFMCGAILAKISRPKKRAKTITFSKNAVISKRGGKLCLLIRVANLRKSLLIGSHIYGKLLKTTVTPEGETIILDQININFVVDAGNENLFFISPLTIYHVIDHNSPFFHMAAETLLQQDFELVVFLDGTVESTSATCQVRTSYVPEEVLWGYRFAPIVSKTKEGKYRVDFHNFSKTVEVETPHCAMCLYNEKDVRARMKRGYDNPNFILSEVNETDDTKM
STAT3 blocker = IL-6 driven STAT3 reporter inhibitors, primary screen, U3A cells, luciferase, luminescence, MLSCN library; IL-6 STAT3-luciferase reporter; host cell line lacks STAT1; inhibition, % at 5.5 µM; 0.89% of 190,000 active; AID 862, 2007;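 active means inhibition above the mean inhibition across all screened compounds plus 3 SD, cut at about 44% in these data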;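 further: 0% = DMSO only wells and 100% = 100 µM nifuroxazide control wells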
FLuc inhib CS = firefly luciferase enzyme inhibitors, primary screen, artefact control for luciferase-based inhibitor screens, biochemical, luminescence, ATPLite. Luciferin 4-monooxygenase (Photinus pyralis), P08659. 10 min. inhibition, % at 10 µM. 1.5% of 200,000 active. AID 1006, 2008;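 active means inhibition above about 50% when tested at 10 µM, limit read from the data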
APP 5'UTR act = activators of APP 5'UTR luciferase reporter, primary screen, SH-SY5Y cells; AID 1276, 2008; activation, % at 2 µM; 1% of 190,000 active; SH-SY5Y APP 5'UTR luciferase reporter, luminescence; zero percent = DMSO vehicle wells;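 active means activation above a set limit, based on mean plus 3 SD of controls, cut at about 140% in these data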; further: values of inactives mirror those of a sister screen read the other way
An asterisk follows results filed as active; . = not tested or not shown. Not a hit list; any-hit rate near 7.1%.

Values run as follows: STAT1 activator	APP transl inh	FLuc inhib CS	ROMK mod	APP 5'UTR act	STAT3 act	FLuc stim CS	STAT1 inh	NF-kB expr up	STAT3 blocker
1	O=C(c1cccs1)N(CCO)Cc1cc2cc3c(cc2[nH]c1=O)OCCO3
→ 100.8	-0.5	-4.8	0.0946	0.5	97.4	1	-0.9	1.18	5.5
2	CC(NC(=O)c1ccccc1O)c1ccccc1 (configuration not stated)
→ 98.0	3.1	-1.4	-0.00353	-3.1	90.1	1	1.2	1.14	13.0
3	Cn1c(OCc2cccnc2)nc2c1c(=O)n(Cc1ccccc1)c(=O)n2C
→ 94.3	-39.1	-9.0	-0.289	39.1	101.4	1.1	7.8	0.56	1.5
4	COC(=O)c1ccc(C(NC(=O)OCc2ccccc2)/C(F)=C/[C@@H](C)C(=O)NCc2ccc(OC)c(OC)c2)cc1 (some centres not stated)
→ 99.9	-12.8	-7.0	0.412	12.8	98.7	1.1	0.1	0.97	-1.3
5	Cc1ccc(NC(=O)c2ccc(-c3nn(C)c(=O)c4ccccc34)cc2)cc1
→ 90.8	3.0	-11.0	-0.173	-3.0	79.5	1.1	9.9	0.93	28.3
6	Cc1sc2ncnc(SCC(=O)c3cccs3)c2c1C
→ 113.2	-18.9	-1.6	0.533	18.9	97.2	1	-14.4	1.66	6.6
7	CCC1C(=O)CC(c2ccco2)NC1c1ccco1 (configuration not stated)
→ 96.7	-0.3	-1.9	0.0511	0.3	102.5	1	3.8	1.44	-0.8
8	CCN(CC)C(=O)c1cc2sc3ccccc3c2s1
→ 141.6*	-76.3	22.6	-2.15	76.3	87.2	0.8	-44.7	2.71	17.0
9	CCCn1c(SCC(=O)Nc2ccc(C(=O)Nc3ccccc3OC)cc2)n[nH]c1=O
→ 99.0	-9.7	-6.7	0.0716	9.7	88.2	1.1	-0.4	1.01	16.4
10	COCCNC(=O)C(=O)N/N=C(\C)CC(=O)Nc1ccc(Cl)cc1Cl
→ 101.2	-11.9	-4.9	0.526	11.9	96.9	1	-1.3	0.87	1.3
11	COc1ccc(N2CC(C(=O)OCC(=O)c3ccc(C)cc3)CC2=O)cc1 (configuration not stated)
→ 99.0	7.8	-4.9	-0.0236	-7.8	104.1	1	0.9	1.05	1.2
12	O=C(c1ccccc1Cl)N1N=C(c2ccc(Br)cc2)CC1c1nc2ccccc2[nH]1 (configuration not stated)
→ 104.6	-19.3	-3.0	.	19.3	101.8	1	-5.1	1.79	-0.8
13	CCn1c(=N)c(S(=O)(=O)c2ccccc2)cc2c(=O)n3ccccc3nc21
→ 102.5	9.0	-6.0	0.532	-9.0	102.3	1.1	-3.0	0.99	3.1
14	O=C(NC1(C(F)(F)F)N=C(c2ccccc2)NC1=O)c1ccccc1 (configuration not stated)
→ 103.1	-0.4	-5.2	0.00136	0.4	102.0	1.1	-0.9	1.12	-5.1
15	C/C(CCc1ccccc1)=N\NC(=O)c1ccc(CN2CCOCC2)cc1
→ 107.4	-5.3	-4.0	0.355	5.3	92.7	1	-10.0	1.19	10.8

Quoted from above: entries 3–4
Values run as follows: STAT1 activator	APP transl inh	FLuc inhib CS	ROMK mod	APP 5'UTR act	STAT3 act	FLuc stim CS	STAT1 inh	NF-kB expr up	STAT3 blocker
3	Cn1c(OCc2cccnc2)nc2c1c(=O)n(Cc1ccccc1)c(=O)n2C
→ 94.3	-39.1	-9.0	-0.289	39.1	101.4	1.1	7.8	0.56	1.5
4	COC(=O)c1ccc(C(NC(=O)OCc2ccccc2)/C(F)=C/[C@@H](C)C(=O)NCc2ccc(OC)c(OC)c2)cc1 (some centres not stated)
→ 99.9	-12.8	-7.0	0.412	12.8	98.7	1.1	0.1	0.97	-1.3

An excerpt of these results, as tab-separated lines:
No.	canonical_smiles	STAT1 activator	APP transl inh	FLuc inhib CS	ROMK mod	APP 5'UTR act	STAT3 act	FLuc stim CS	STAT1 inh	NF-kB expr up	STAT3 blocker
1	O=C(c1cccs1)N(CCO)Cc1cc2cc3c(cc2[nH]c1=O)OCCO3	100.8	-0.5	-4.8	0.0946	0.5	97.4	1	-0.9	1.18	5.5
10	COCCNC(=O)C(=O)N/N=C(\C)CC(=O)Nc1ccc(Cl)cc1Cl	101.2	-11.9	-4.9	0.526	11.9	96.9	1	-1.3	0.87	1.3
15	C/C(CCc1ccccc1)=N\NC(=O)c1ccc(CN2CCOCC2)cc1	107.4	-5.3	-4.0	0.355	5.3	92.7	1	-10.0	1.19	10.8
13	CCn1c(=N)c(S(=O)(=O)c2ccccc2)cc2c(=O)n3ccccc3nc21	102.5	9.0	-6.0	0.532	-9.0	102.3	1.1	-3.0	0.99	3.1

Remaining list, next part
Values run as follows: STAT1 activator	APP transl inh	FLuc inhib CS	ROMK mod	APP 5'UTR act	STAT3 act	FLuc stim CS	STAT1 inh	NF-kB expr up	STAT3 blocker
16	CC1=C(C(=O)NCc2ccc3c(c2)OCO3)C2(CCC(C)CC2)OC1=O (configuration not stated)
→ 102.8	8.8	-5.3	.	-8.8	105.8	1.1	-2.0	0.86	-6.9
17	O=C(CSc1cccc2cccnc12)OCC(=O)c1ccc(Br)cc1
→ 101.1	44.4	-1.7	.	-44.4	103.4	1	0.0	1.37	5.6
18	CC(C)OC(=O)c1nnc(Cc2ccc(F)cc2)o1
→ .	-2.5	-4.9	.	2.5	.	1	.	1.31	.
19	COc1ccc(Cc2nc(-c3cccc(C)c3)no2)cc1
→ 116.0	-58.1	3.4	.	58.1	105.3	1	-17.4	2	-4.9
20	Cc1sc(NC(=O)/C=C/c2ccc(C(C)C)cc2)c(C#N)c1C
→ 102.2	-1.6	0.0	.	1.6	98.3	1	-2.4	1.16	3.6
21	CCOCC(=O)Nc1ccc(Br)c(C)c1
→ 118.2	-12.7	-0.6	-0.529	12.7	87.1	1	-23.7	0.89	19.9
22	CC(C)(C)NC(=O)NC(=O)COC(=O)Cc1coc2ccc3ccccc3c12
→ 89.5	-9.2	1.3	-0.172	9.2	104.7	1	11.6	1.11	-1.8
23	O=C(NCCCN1CCCC1=O)c1cccc(C(F)(F)F)c1
→ 103.1	-0.6	-3.6	.	0.6	97.5	1	-3.4	0.92	7.0
24	CCCCNC(=S)NC(=O)c1ccc([N+](=O)[O-])cc1
→ 100.2	7.0	-7.2	-0.333	-7.0	90.9	1.1	-0.2	1.49	18.1
25	O=C(CN1C(=O)CC(c2ccccc2)Sc2ccccc21)NCC1CCCO1 (configuration not stated)
→ 105.6	-7.5	-0.9	.	7.5	108.2	1	-7.2	0.94	-8.3
26	Cc1ccc(NC(=S)NNC(=O)Cn2nc(C(F)F)cc2C(F)F)cc1
→ 98.6	-3.8	-7.6	-0.0639	3.8	96.6	1.1	1.6	1.19	2.7
27	O=C(CN(c1ccc(F)cc1)S(=O)(=O)c1ccccc1)NCCSC1CCCCC1
→ 100.2	-13.2	-6.1	-1.43	13.2	107.4	1.1	-0.3	0.72	-11.8
28	COc1cc(CC(NC(C)=O)C(=O)NC2CCN(c3c4c(nc5ncnn35)CCC4)CC2)cc(OC)c1 (configuration not stated)
→ 99.6	-11.7	-2.6	0.32	11.7	104.8	1	0.3	1.02	0.5
29	CCOC(=O)CC1C(=O)NCCN1C(=S)Nc1ccccc1 (configuration not stated)
→ 94.5	-10.7	-2.6	1.07	10.7	102.7	1	6.2	0.93	-3.3
30	N#Cc1nc(Cc2cccc3ccccc23)oc1NCCN1CCOCC1
→ 94.5	8.3	-5.2	-1.76	-8.3	95.6	1.1	6.0	0.97	5.4
31	COC(=O)CN(Cc1ccccc1)S(=O)(=O)c1ccc(OC)c(OC)c1
→ 96.0	10.9	-4.6	.	-10.9	103.4	1	4.3	1.01	-0.6
32	C[C@H](NC(=O)c1nc[nH]c1C(=O)NC(c1ccccc1)c1ccccc1)C(=O)OC(C)(C)C
→ 94.3	17.8	-4.2	.	-17.8	.	1	7.7	0.66	.
33	O=C(Cn1ncc(N2CCOCC2)c(Cl)c1=O)c1ccc(Cl)cc1
→ 103.0	0.9	-3.2	-0.0693	-0.9	113.4	1	-6.3	1.17	-11.0
34	NC(=O)C1(N2CCCCC2)CCN(CC(=O)Nc2ccccc2Sc2ccccc2)CC1
→ 102.4	-7.8	-7.4	1.23	7.8	109.5	1.1	-2.7	0.92	-6.7
35	Cc1ccnc(N2CCC(C(=O)Nc3nnc(C)s3)CC2)n1
→ 95.5	9.5	-3.0	-0.0159	-9.5	102.9	1	4.9	1.04	1.0
36	COC(=O)Cc1csc(Nc2ccccc2Cl)n1
→ 112.0	-55.7	18.3	.	55.7	87.6	0.8	-13.2	1.78	13.4
37	O=C(CN1CCN(C(c2ccccc2)c2ccccc2)CC1)NC(=O)NCc1ccco1
→ 96.2	-4.7	-5.2	-0.402	4.7	91.5	1.1	4.1	1.36	13.3
38	COc1ccc(-c2nnn(CC(=O)NCCc3c[nH]c4ccccc34)n2)cc1OC
→ 103.4	6.0	-7.0	.	-6.0	95.3	1.1	-3.8	1.04	8.5
39	O=C(c1ccc(CN2CCc3ccccc3C2)cc1)N1CCN(c2ccccc2)CC1
→ 99.4	-10.4	4.1	-0.585	10.4	101.1	1	0.7	1.02	3.4
40	CCCCNC(=S)NCc1ccc2[nH]c(C)cc2c1
→ 97.8	18.8	-3.5	-0.597	-18.8	92.2	1	2.4	0.82	8.9
41	CCCCN(CCCC)S(=O)(=O)c1ccc(NC(=O)CN2CCOCC2)cc1
→ 99.2	-2.1	3.6	0.927	2.1	116.7	1	0.8	1.02	-23.7
42	CCOc1cc(/C=N/NC(=O)c2ccc(CN3CCOCC3)cc2)ccc1OC
→ 102.8	-11.3	-2.0	-0.2	11.3	98.5	1	-3.4	1.41	5.8
